trophozoite growth: anti-Giardia activity of synthetic compounds – Compounds Australia Scaffold Library subset, 24/48 h, primary screen (AID 1794835) | stronger effect = higher value | inhibition, % at 10 µM | 2,500 compounds, 2% hits; in the data active = inhibition mostly above about 45%, no sharp cut-off; inactive = mostly below about 37%;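 also: 0% = parasite counts in DMSO vehicle wells; trophozoite growth inhibition read by imaging counts at 24 h; calls made by hand needing about 50% inhibition in two separate runs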
Calls only; i = inactive. This is a subset; rates above refer to the full screens.

SMILES	trophozoite growth
CCN(CC)C(=O)CN1C(=O)CN=C(c2ccc(OC)cc2)c2c1sc1c2CCCC1	i

Bioassay records as filed in PubChem BioAssay.
